Source: PubChem
KAT2A inh: qHTS Assay for Inhibitors of GCN5L2 | GCN5L2 HAT assay, ThioGlo1 CoA-SH fluorescence | Histone acetyltransferase KAT2A (Homo sapiens), Q92830 | 390,000 compounds, 0.21% hits | Potency, µM (doses to about 58.9 µM), for inactives: top-dose activity change, negative = inhibition, usual class: inhibitors
Target sequence (Q92830 whole entry, looked up): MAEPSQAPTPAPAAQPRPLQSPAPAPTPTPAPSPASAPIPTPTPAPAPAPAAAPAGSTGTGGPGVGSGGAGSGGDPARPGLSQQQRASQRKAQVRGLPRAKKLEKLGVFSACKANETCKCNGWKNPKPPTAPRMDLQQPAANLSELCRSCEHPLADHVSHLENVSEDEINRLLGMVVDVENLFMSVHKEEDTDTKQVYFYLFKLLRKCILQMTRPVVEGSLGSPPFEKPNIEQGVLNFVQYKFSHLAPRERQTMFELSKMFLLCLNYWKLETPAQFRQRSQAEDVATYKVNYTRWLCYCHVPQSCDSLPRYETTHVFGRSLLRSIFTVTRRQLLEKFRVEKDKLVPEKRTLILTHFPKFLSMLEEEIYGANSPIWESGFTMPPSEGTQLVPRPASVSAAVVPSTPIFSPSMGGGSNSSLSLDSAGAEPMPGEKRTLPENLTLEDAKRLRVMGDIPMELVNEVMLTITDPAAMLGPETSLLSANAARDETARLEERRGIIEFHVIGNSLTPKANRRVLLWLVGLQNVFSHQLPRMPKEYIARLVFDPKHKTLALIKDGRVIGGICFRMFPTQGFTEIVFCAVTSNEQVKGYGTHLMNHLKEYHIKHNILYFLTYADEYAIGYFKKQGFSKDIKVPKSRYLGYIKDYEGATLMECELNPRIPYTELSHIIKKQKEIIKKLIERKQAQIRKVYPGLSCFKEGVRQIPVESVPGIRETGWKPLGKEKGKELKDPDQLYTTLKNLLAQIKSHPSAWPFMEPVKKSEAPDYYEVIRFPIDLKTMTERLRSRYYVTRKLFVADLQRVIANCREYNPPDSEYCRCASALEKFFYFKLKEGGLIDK
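Free CoA generated was detected with ThioGlo1 (50uM) fluorescence at Ex340nm/Em540nm, read immediately and after 20 min at room temperature. Enzyme, 20 nM in HEPES pH 7.5 buffer, saw compounds 15 min before adding 75uM H3(1-25) peptide and 70uM acetyl-CoA.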
DT40 TDP1 CPT: qHTS for Inhibitors of human tyrosyl-DNA phosphodiesterase 1 (TDP1): qHTS in cells in presence of CPT. chicken DT40 Tdp1-/-;hTDP1 cells + 20 nM CPT, ATP luminescence, 48 h. Potency, µM (highest dose often 46.2 µM), for inactives: top-dose activity change, negative = growth inhibition, actives largely listed as inhibitors. 420,000 compounds, 12% hits. AID 686979, 2013; note: nearly all actives have a fitted effect of over 55% in size
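Chicken DT40 Tdp1-/- cells complemented with human TDP1, 400 cells/well, exposed to compounds plus 20 nM camptothecin for at least 48 h at 37 C; viability read as ATP content by CellTiter-Glo luminescence.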
FEN1 inh: qHTS Assay for the Inhibitors of Human Flap endonuclease 1 (FEN1). P39748. 390,000 compounds, 0.35% hits. Potency, µM (titrated, usually from 114 µM), inactives show top-dose activity change, negative = inhibition, hits mostly inhibitors. AID 588795, 2011. Recombinant FEN1 flap cleavage, fluorescence, 15 min; note: nearly all actives have a fitted effect of over 65% in size
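Nuclease activity of 10 nM FEN1 was measured after 15 min of room-temperature exposure to titrated compounds, by adding 50 nM flap substrate and reading plates at 0 and 15 min.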
Numbers without * were called inactive; ? = inconclusive; / = not tested or not shown; & = joins results of further samples; [ ] = another dose, or the depositor's remark. Calls come from the whole dose curve; as a rule, active = well fitted curve in the direction sought with a large enough effect; inconclusive = small, poorly fitted or top-dose-only effect, or another doubt; inactive = no such curve, though single readings can be large; an effect the other way counts as inactive or inconclusive. % is set by controls: 0 for no effect and ±100 for the full control effect; potency is the fitted concentration of half-maximal effect.

Every second line gives: KAT2A inh, DT40 TDP1 CPT, FEN1 inh
- Cn1c(SCC(=O)c2ccc3c(c2)NC(=O)CO3)nc2ccccc21
 : -8.0%, ?, -19.0%
- Cc1ccc(C23CC4CC(CC(C(N)=O)(C4)C2)C3)cc1
 : -3.4%, 14.6%, -1.8%
- CSc1cccc(NC(=S)NCCCO)c1
 : -2.9%, 9.0%, -1.5%
- CCN(CC(=O)Nc1ccccc1C(F)(F)F)C(=O)c1cc(-c2cccs2)nn1-c1ccccc1
 : -2.9%, ?, 20.8%
- Cc1cc(C(=O)CSc2nnc(N)s2)c(C)n1-c1c(C)n(C)n(-c2ccccc2)c1=O
 : -10.5%[0.501 µM], -12.9%, 1.7%
- O=C1C=C(c2ccc(-c3ccccc3)c(F)c2)C[C@@H](c2ccc3c(c2)OCO3)C1
 : -4.9%, ?, 14.1%
- COc1ccc(/C=N\NC(=O)/C(=C\Nc2nccc(C)n2)NC(=O)c2ccccc2)cc1
 : -10.1%, -8.0%, 2.8%
- CCOC(=O)N1CCN(C(=O)Cn2cnc3ccccc3c2=O)CC1
 : -0.9%, 0.6%, -3.7%
- Cc1ccc(Cn2ncc3c(N4CCOCC4)ncnc32)cc1
 : -7.4%, ?, -4.6%
- C=CCn1c(SCCOc2ccc(OC)cc2)nnc1C(NC(=O)c1ccc(OC)cc1)C(C)C (stereo unspecified)
 : -3.6%, ?, -30.0%
- N#Cc1nc(-c2cccs2)oc1NCCN1CCOCC1
 : -13.0%, -4.4%, ?
- O=C(O)CCCC(=O)N1CCc2cc(S(=O)(=O)N3CCc4ccccc43)ccc21
 : -10.0%, 1.2%, -1.8%
- Fc1ccc(Cc2nnc(-c3cccs3)o2)cc1
 : -3.3%, -8.9%, 13.9%
- O=C(O)c1cnn2c(C(F)F)cc(C(F)F)nc12
 : -6.3%, -22.7%, 4.2%
- O=C(NCCCN1CCOCC1)c1ccc2c(c1)N(Cc1ccccc1F)C(=O)c1ccccc1S2=O (stereo unspecified)
 : -4.1%, -21.2%, 7.7%

The closing three records of the part before open the next one:
Every second line gives: KAT2A inh, DT40 TDP1 CPT, FEN1 inh
- Fc1ccc(Cc2nnc(-c3cccs3)o2)cc1
 : -3.3%, -8.9%, 13.9%
- O=C(O)c1cnn2c(C(F)F)cc(C(F)F)nc12
 : -6.3%, -22.7%, 4.2%
- O=C(NCCCN1CCOCC1)c1ccc2c(c1)N(Cc1ccccc1F)C(=O)c1ccccc1S2=O (stereo unspecified)
 : -4.1%, -21.2%, 7.7%
- COc1ccc(NC(=O)CSc2nc3c(c(=O)n2-c2ccccc2OC)SCC3)cc1
 : -14.7%, 8.2%, -4.8%
- O=C(O)CCN1C(=O)c2ccc(NC(=O)CSCc3ccccc3)cc2C1=O
 : -5.8%, -10.2%, 5.0%
- Cc1cc(Nc2ccc(N(C)C)cc2)n2ncnc2n1
 : -10.3%, -10.2%, -16.9%
- COc1ccccc1-c1cc(C(=O)N2CCN(c3ccccc3)CC2)no1
 : -11.1%&-2.1%, ?, 0.6%&-23.5%
- CCCc1cc(C(=O)Nc2ccccc2C(=O)OC)no1
 : -1.4%, -6.1%, -4.1%
- CCN(CC)c1ccc2ccc(=O)oc2c1
 : ?, 25.5%, -1.5%
- CC(=O)Nc1ccc(NC(=O)c2nccnc2C(=O)O)cn1
 : -2.4%, -0.2%, -10.9%
- COc1cc2cc(CN(CCCO)S(=O)(=O)c3ccccc3Cl)c(=O)[nH]c2cc1OC
 : -5.5%, -12.4%, 15.6%
- CO[C@H]1[C@@H]2C=CO[C@@H](O[C@H]3O[C@@H](CO)[C@H](O)[C@@H](O)[C@@H]3O)[C@@H]2[C@@]2(CO)O[C@@H]12
 : -0.6%, -14.4%, 22.0%
- COc1cc(/C=C(/C#N)C(=O)NCCc2c[nH]c3ccccc23)ccc1OCc1ccccc1F
 : 2.0%, 11.6µM*, 1.8%
- O=C(COC(=O)CCc1c[nH]c2ccccc12)NCCc1ccccc1
 : -4.2%, -1.1%, -7.8%
- C/C(=N\S(=O)(=O)c1ccc(C)cc1)N(C)C
 : -5.3%, 6.9%, -9.5%
- CC(=O)c1cccc(NC(=O)c2cc3nc(C)cc(C)n3n2)c1
 : -1.3%, -11.8%, -1.0%
- CC1=C(C(=O)OCCOC(C)C)C(c2cc3c(cc2Br)OCO3)C2=C(CCCC2=O)N1 (stereo unspecified)
 : -24.5%, -6.1%, -10.0%
- CCN(CC)CCCNC(=O)c1ccc2c(c1)NC(=O)C(CS(=O)(=O)Cc1ccc(F)cc1Cl)N2 (stereo unspecified)
 : -4.9%, -14.6%, -2.0%
- COc1ccc(NC(=O)Cn2nc(C)c3ccccc3c2=O)cc1
 : -25.2%, 4.9%, -3.3%
- CC(C)CCn1c(N)c(S(=O)(=O)c2cccs2)c2nc3ccccc3nc21
 : -29.1%, ?, -35.6%
- CSc1nc2ccc(NS(=O)(=O)c3cccc(Cl)c3Cl)cc2s1
 : 3.9%, -3.0%, ?
- Cc1cc(C)cc(NC(=O)N2CCN(S(C)(=O)=O)CC2)c1
 : -5.7%, 0.0%, -6.2%
- COc1ccc(NS(=O)(=O)c2c(F)cccc2F)cc1S(=O)(=O)N1CCOCC1
 : 1.6%, -6.1%, -13.1%
- CCCCn1c(N)c(N(CCOC)C(=O)C2CCN(S(=O)(=O)c3ccc(C)c(C)c3)CC2)c(=O)[nH]c1=O
 : -6.7%, -1.0%, 3.3%
- Fc1ccc(Cn2nnnc2C(c2cccs2)N2CCN(C3CCCCC3)CC2)cc1 (stereo unspecified)
 : -6.2%, 14.6µM*, -7.8%
- O=S(=O)(Nc1ccc(-c2ccc3nncn3n2)cc1)c1ccccc1F
 : ?, -22.8%, 0.5%
- CS(=O)(=O)N1CCN(C(=O)c2ccc(-c3ccccc3)cc2)CC1
 : -10.9%, 0.4%, 6.6%
- Cc1nnsc1SCCNC(=O)c1c(F)cccc1F
 : -3.8%, 6.5%, -4.9%
- CC(C)c1ccc(CC(C)C2C3=C(CCCC3=O)OC3=C2C(=O)CCC3)cc1 (stereo unspecified)
 : -9.9%, ?, ?
- Cc1ccc2c(c1)sc1nc(-c3cc4ccccc4oc3=O)cn12
 : -0.9%, -15.7%, 14.8%
- COc1ccc(-c2cc(C(F)(F)F)n3ncc(C(=O)NCC4CCCO4)c3n2)cc1OC (stereo unspecified)
 : ?, ?, -0.9%
- Cc1ccc(NC(=O)c2cnc(SCC(=O)Nc3cc(C)on3)n(C)c2=O)cc1
 : -5.7%, -11.9%, 7.5%
- Cc1cccc(NC(=S)NCCSc2ccc(Cl)cc2)c1
 : -7.5%, -2.7%, -12.0%
- COc1cccc(OC)c1C(=O)Nc1nc2ccc([N+](=O)[O-])cc2s1
 : -1.8%, -2.0%, -3.7%
- CC(C)CNS(=O)(=O)c1ccc(CCC(=O)NCc2ccco2)cc1
 : 1.2%, -15.7%, 7.9%
- Cc1ccc2oc(-c3ccc(C)c(NC(=O)/C=C/c4ccco4)c3)nc2c1
 : -7.9%, -19.1%, -17.1%
- Cc1cc(S(=O)(=O)NCc2ccco2)c(C)cc1Cl
 : -0.2%, ?, 8.3%
- CCCC(c1nnnn1Cc1ccc2c(c1)OCO2)N1CCC(C(N)=O)CC1 (stereo unspecified)
 : 32.4%[activator], -0.9%, -0.4%
- CCCCCC(=O)Nc1ccc(S(=O)(=O)Nc2cc(OC)nc(OC)n2)cc1
 : 0.7%, 11.5%, 2.1%
- CC[C@@]1(C(=O)OC)N[C@H](CN(C)S(=O)(=O)c2ccc(C(C)(C)C)cc2)[C@@H]2C(=O)N(C)C(=O)[C@@H]21
 : -0.3%, -28.2%, 1.8%
- Cc1ccc(-c2nc(C#N)c(NCC3CCCO3)o2)cc1 (stereo unspecified)
 : -2.4%, -8.7%, -4.2%
- COc1ccccc1Nc1cc(C(=O)NC2CCCC2)c2ccccc2n1
 : -6.5%&-3.4%, ?, -10.0%&17.9%
- O=C(CCc1ccccc1)Nc1cccc(-c2nnc(-c3ccco3)o2)c1
 : 2.7%, 25.9µM*, -3.8%
- CC(=O)Nc1ccc2nc(-c3ccncc3)[nH]c2c1
 : -15.2%, -1.5%, -7.5%
- Cn1c(=O)c(C(=O)NNC(=O)c2ccc(Br)cc2)c(O)c2ccccc21
 : -7.8%, ?, 8.0%
- CCc1ccc2c(c1)-c1ccccc1S(=O)(=O)N2CC(=O)N1CCCCC1
 : 0.6%, ?, -3.6%
- COc1ccc(OC)c(NC(=O)c2ccc3c(c2)OCO3)c1
 : -4.4%, -15.9%, -5.1%
- Cc1cccc(Nc2ncnc3c2cnn3Cc2ccccc2)c1
 : 0.5%, -26.9%, -27.3%
- COc1ccccc1OCC(O)CN1CCN(C(=O)c2ccccc2)CC1 (stereo unspecified)
 : -12.3%, 16.0%, 10.8%
- N=C1C(c2nc3ccccc3s2)=C(O)CN1C1CCCCC1
 : 0.4%, 6.6%, -2.6%
- CC(C)(C)OC(=O)NNC(=S)NC1CCCCC1
 : 1.5%, 8.7%, -2.2%
- CCOC(=O)c1c(C)oc2ccc(N(C(=O)c3ccncc3)S(=O)(=O)c3ccc(CC)cc3)cc12
 : -3.7%, 5.8µM*, 0.3%
- CCCCCC(O)(CCCCC)C(=O)NNc1ccccc1
 : -0.7%, ?, -5.6%
- COc1ccc(CN(C)CC(=O)Nc2ccccc2C(=O)NC2CC2)cc1OC
 : -8.6%, -2.9%, 5.8%
- Nc1cc(S(=O)(=O)Nc2cc(Cl)ccc2Cl)ccc1N1CCCC1
 : -7.5%, ?, -16.2%
- O=C(COC(=O)/C=C/c1ccccc1)NCc1ccc(Cl)cc1
 : 0.3%, -23.1%, -3.7%
- C#CCOCCOCCOCCNc1nc(N2CCN(C(=O)[C@H](C(C)C)n3cc(CCO)nn3)CC2)nc(N2CCN(C(=O)[C@H]([C@@H](C)CC)n3cc(CCCCN)nn3)CC2)n1
 : -4.0%, -1.5%, 5.8%
- O=C(NCC1CCCN1S(=O)(=O)c1cccs1)C(=O)Nc1ccccc1 (stereo unspecified)
 : -3.3%, -27.8%, -5.0%
- O=C1CCC(=O)N1CN(C(=O)c1ccco1)c1ccc(Cl)c(Cl)c1
 : -4.0%, -2.0%, -7.9%
- Cc1ccc(C(=O)Nc2ccccc2N2CCCCC2)cc1S(=O)(=O)N1CCOCC1
 : /, ?, -16.3%
- CCOC(=O)N1CCN(C(=O)C(C)NC(=O)c2ccco2)CC1 (stereo unspecified)
 : -4.3%, -11.1%, 7.9%
- CCCN1CCN(C(=O)CCCn2c(C)c3cnn(-c4ccccc4)c(=O)c3c2C)CC1
 : -13.6%, -21.1%, -1.9%
- O=C(Cn1c(NCCO)nc2ccccc21)Nc1ccc2c(c1)OCCCO2
 : -15.7%, -3.3%, -5.5%

(more compounds)
Every second line gives: KAT2A inh, DT40 TDP1 CPT, FEN1 inh
- CC1Cc2ccccc2N1C(=O)CN1C(=O)NC2(CCCCC2)C1=O (stereo unspecified)
 : 2.6%, 4.8%, -10.3%
- Cc1ccc(NC2CCCN(C(=O)CN3C(=O)CSC3=O)C2)cc1C (stereo unspecified)
 : -13.9%, 8.6%, -5.2%
- Cc1ccc(C)n1-c1ccc(C(=O)N2CCC(C(N)=O)CC2)cc1
 : -15.8%, -17.2%, -2.7%
- C=CCNc1nc2c(c(=O)n(C)c(=O)n2C)n1CC(=C)C
 : -4.8%, ?, -1.5%
- O=C(COC(=O)c1ccc(Br)cc1)NCCc1ccccc1
 : -8.0%, -15.2%, -4.0%
- COC(=O)CC1C(=O)NCCN1C(=O)Nc1ccccc1 (stereo unspecified)
 : -7.6%, 0.7%, -16.9%
- Cc1ccc(CNC(=O)[C@H]2C[C@@H]2[C@H](NP(=O)(c2ccccc2)c2ccccc2)c2ccccc2)o1
 : -0.1%, ?, 4.8%
- C=C(Cl)COC(=O)C1C2C=CC(C2)C1C(=O)O (stereo unspecified)
 : 3.9%, 0.1%, 7.8%
- C=CCN(C(=O)c1cc(C)cc(C)c1)C1(C(=O)Nc2ccccc2)CCN(C(C)C)CC1
 : -1.6%, ?, 1.7%
- CCc1sc(C(=O)Nc2cc(S(=O)(=O)N3CCOCC3)ccc2OC)cc1C
 : -4.2%, -0.7%, -6.5%
- O=C(NCC1CCCO1)c1cc2ccccc2oc1=O (stereo unspecified)
 : -4.0%, 17.0%, 3.4%
- Cc1cc(C(=O)OCC(=O)c2c(N)n(C)c(=O)n(C)c2=O)c(C)o1
 : -16.1%, -8.1%, 0.7%
- COc1ccc(-c2c(-c3ccccc3)c(C(=O)C(=O)NCCCN(C)C)n3ccc4cc(OC)c(OC)cc4c23)cc1OC
 : -13.0%, 3.26µM*, 39.8µM*

The list is partial (hit frequency here may not be typical).
